Source: PubChem (The Scripps Research Institute Molecular Screening Center)
PG9 binder: PG9 antibody binding by small molecule; TR-FRET gp120-PG9 antibody binding; inhibition, % at 6.7 µM; 0.43% of 360,000 active; AID 624416; in the data active means inhibition above about 8.5%
PRMT1 FP inh: blocks human protein arginine methyltransferase 1 | Q99873 | recombinant PRMT1, activity-based probe fluorescence polarization | inhibition, % at 2.79 µM | 1.3% of 370,000 active | AID 652257;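 active means inhibition above about 21% made by adding two undisclosed values, limit read from the data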
HTRA1 inh: HTRA1 (human) protease inhibition | Q92743 | recombinant HTRA1, FP-rhodamine activity-based probe, fluorescence polarization | inhibition, % at 5.96 µM | 0.5% of 340,000 active | AID 504803; in the data active means inhibition above about 36%;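 further: 0% = enzyme with DMSO and 100% = wells lacking enzyme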
Target sequence (Q92743 whole entry, looked up): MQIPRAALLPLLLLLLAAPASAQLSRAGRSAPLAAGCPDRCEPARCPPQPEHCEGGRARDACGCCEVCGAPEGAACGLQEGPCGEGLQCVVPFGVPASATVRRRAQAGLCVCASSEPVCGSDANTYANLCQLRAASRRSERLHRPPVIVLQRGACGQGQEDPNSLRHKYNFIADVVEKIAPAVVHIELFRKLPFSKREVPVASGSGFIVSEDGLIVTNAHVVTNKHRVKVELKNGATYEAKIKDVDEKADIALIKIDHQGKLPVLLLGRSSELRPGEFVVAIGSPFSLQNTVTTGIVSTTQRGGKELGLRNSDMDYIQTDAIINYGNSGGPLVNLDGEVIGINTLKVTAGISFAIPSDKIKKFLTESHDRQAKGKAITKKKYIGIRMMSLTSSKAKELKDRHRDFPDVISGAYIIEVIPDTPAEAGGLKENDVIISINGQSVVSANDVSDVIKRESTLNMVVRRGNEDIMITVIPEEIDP
TCR CD3 inh: blocks the human TCR-CD3 interaction. TAMRA-labeled TCR probe fluorescence, biochemical. inhibition, % at 9.4 µM. 0.37% of 360,000 active; in the data active means inhibition above about 19%;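 further: recombinant mutant TCR 2C K166C tagged with TAMRA read by polarization; 0% = receptor in buffer alone and 100% = receptor with positive control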
Tn7 DDE FP: DD(E)-Tn7 binding inhibition, primary FP screen; AID 720508; P02675; 0.13% of 370,000 active; inhibition, % at 8.3 µM; FP displacement of FITC-Tn7 peptide from fibrin DD(E); 0% = median of compound wells per plate;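 active means inhibition above the mean of compounds falling within the control limits plus 3 SD of them, cut at about 14% in these data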;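 further: 0% = plate median of compound wells and 100% = 10 µM Aha-Tn7 peptide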
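Test system: human clot-derived fibrin DD(E) complex / Quantity: 2 µM final DD(E) protein / Incubation: 10 min plus 3 h, room temperature / Measured by: fluorescence polarization / Benchmarks: high control of 10 µM Aha-Tn7 peptide / Replicates: singlicate testing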
UHRF1 MBD2 ctr: UHRF1 methyl-DNA binding inhibition | 0.75% of 370,000 active | UHRF1 binding to methylated oligo, TR-FRET | AID 687016 | Q96T88 | inhibition, % at 4.4 µM; in the data active means inhibition above about 21%;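 further: UHRF1 SRA domain binding a hemimethylated CpG hairpin DNA probe; 0% = median of test compound wells and 100% = reference inhibitor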
TDP2 inh: TDP2 (human) inhibition, absorbance primary screen. recombinant TDP2, T5PNP hydrolysis, p-nitrophenol absorbance 415 nm. 0.34% of 370,000 active. inhibition, % at 12.8 µM. AID 720702. O95551;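 active means inhibition above the mean of all tested compounds plus 3 SD, set per campaign, cut at about 25% in these data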;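 further: 0% = DMSO with enzyme and 100% = buffer with substrate but no TDP2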
Target sequence (O95551 whole entry, looked up): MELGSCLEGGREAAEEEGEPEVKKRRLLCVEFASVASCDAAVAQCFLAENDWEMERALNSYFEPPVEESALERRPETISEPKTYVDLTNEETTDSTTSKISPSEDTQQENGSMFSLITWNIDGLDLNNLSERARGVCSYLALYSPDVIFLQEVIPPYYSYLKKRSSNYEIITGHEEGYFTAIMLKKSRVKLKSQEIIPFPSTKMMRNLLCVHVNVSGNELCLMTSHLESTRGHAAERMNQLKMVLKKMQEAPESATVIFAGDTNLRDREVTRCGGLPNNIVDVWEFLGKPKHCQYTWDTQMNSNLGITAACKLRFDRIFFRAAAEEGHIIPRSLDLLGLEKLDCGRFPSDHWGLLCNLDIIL
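Test system: Human TDP2 enzyme | Reagent: 5 mM T5PNP | Compound dosing: 12.8 µM single point, 1% DMSO | Incubation: Enzyme reaction with compound for 2 h at 37 °C | Technique: p-Nitrophenol epi absorbance | Read-out: % inhibition relative to enzyme-containing and enzyme-free wells | Benchmarks: High control without enzyme, low control DMSO plus TDP2 | Replicates: Singlicate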
SIAE inh: human SIAE inhibition, primary screen; SIAE FP-Rh probe binding, fluorescence polarization; inhibition, % at 9.66 µM; 0.69% of 370,000 active; AID 1053197;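 active means inhibition above a cutoff: mean of compounds within the control limits plus 3 SD of those, cut at about 17% in these data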;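 further: 0% = plate median of compound wells and 100% = probe without SIAE protein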
LEDGF integ inh: blocks HIV-1 LEDGF/p75-dependent DNA integration | TR-FRET IN-LEDGF/p75 DNA integration, Eu/Cy5 | inhibition, % at 3.7 µM | 0.64% of 370,000 active | AID 743269;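 active means inhibition above the screen-wide mean plus 3 SD, cut at about 13% in these data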;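 further: signal is the Cy5 over europium emission ratio at 671 and 618 nm; 0% = plate median of compound wells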
mABHD4 FP: ABHD4 (mouse) inhibition, primary FP screen; Q8VD66; inhibition, % at 8.92 µM; AID 720543; 0.54% of 370,000 active; purified mABHD4, FP-Rh probe fluorescence polarization;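 active means inhibition exceeding the mean over every tested compound plus 3 SD, cut at about 30% in these data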;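 further: 0% = plate median of compound wells and 100% = S159A mutant with DMSO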
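assay system = mABHD4 protein | compound dosing = single nominal dose of 8.92 µM, 0.89% DMSO final | read-out basis = percent inhibition of probe binding, normalized to plate controls | schedule = Enzyme–compound pre-incubation 45 min, then probe 60 min, both 25 °C | detection = fluorescence polarization, excitation 525 nm, emission 598 nm, BODIPY TMR filters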
The depositor's hits bear a star; / = no result given. Not a hit list, and some 4.2% of all compounds hit somewhere here.

SMILES | PG9 binder | PRMT1 FP inh | HTRA1 inh | TCR CD3 inh | Tn7 DDE FP | UHRF1 MBD2 ctr | TDP2 inh | SIAE inh | LEDGF integ inh | mABHD4 FP
Nc1nonc1-n1nnc(C(=O)N/N=C/c2ccccc2O)c1CN1CCCC1 | -2.4 | -3 | -16 | -1 | -8 | 0 | -4 | 1 | -1 | 0
COC(=O)c1ccc(C)c(NS(=O)(=O)c2ccc(NC(C)=O)cc2)c1 | 1.8 | -1 | 0 | -1 | 0 | 0 | 6 | 6 | -4 | 2
O=C(Nc1nnc(C2CC2)s1)C1Cc2ccccc2CN1S(=O)(=O)c1ccccc1F (stereo not given) | -0.1 | 0 | -20 | 5 | -6 | -2 | 4 | -10 | 1 | 3
O=C1COc2ccc(C(=O)NCc3ccc4c(c3)OCO4)cc2N1 | 0.8 | -2 | -4 | 2 | 8 | -2 | -2 | 9 | -4 | -13
COc1ccc(CCNC(=O)c2cc3c(=O)n4cccc(C)c4nc3s2)cc1OC | -1.1 | -2 | 6 | -1 | 1 | -1 | 7 | -3 | -2 | 10
Cc1ccc(S(=O)(=O)N2CCCN(S(=O)(=O)c3ccccc3Br)CC2)cc1 | -1.7 | -2 | -13 | 3 | 7 | -2 | 5 | -6 | 0 | -6
CCCOc1ccc(Cc2c(O)nc(SC)[nH]c2=O)cc1C | 1.1 | -3 | 8 | -2 | 3 | -2 | 11 | -1 | 4 | -1
CN(C(=O)COC(=O)c1cccc(S(=O)(=O)N(C)c2ccccc2)c1)C1CCCCC1 | 0.1 | 2 | -4 | -2 | -4 | -2 | -6 | -1 | 0 | 0
CCN(Cc1ccccc1)C(=O)CCNS(=O)(=O)c1ccc2c(c1)CC(C)N2C(C)=O (stereo not given) | -0.6 | 0 | 2 | -7 | -1 | 3 | -8 | -1 | -8 | -3
CC1Cc2ccccc2N1Cc1ccc([N+](=O)[O-])cc1 (stereo not given) | 0.1 | 10 | -2 | -5 | 0 | 6 | -5 | 9 | -1 | 0
Cc1ccc(NC(=O)Cn2c(O)c(N=NC(=O)c3cc4ccccc4cc3O)c3ccccc32)cc1 | -2.1 | -2 | 10 | 2 | -2 | -2 | 8 | -1 | 2 | 0
Cc1cccc(C(=O)NNC(=O)CN2C(=O)c3ccccc3C2=O)c1 | -0.7 | -2 | 5 | 0 | -5 | 12 | 9 | -2 | -4 | -1
CCOC(=O)C1CCCN(S(=O)(=O)c2cc(Br)cc3c2N(C(=O)C2CC2)CC3)C1 (stereo not given) | 2.4 | -1 | 0 | -3 | -4 | 1 | -5 | 0 | 2 | 3
O=c1c([N+](=O)[O-])cccn1Cc1cccc(Cl)c1 | -1.8 | 0 | 2 | 5 | -5 | -2 | 1 | 2 | 0 | 0
COc1ccc(OC)c(NC(=O)N2CCCc3ccccc32)c1 | -1.4 | -1 | 0 | 7 | -2 | -1 | 4 | 10 | -1 | 7
Cc1ccc(-n2c(SCc3cccc(F)c3)nnc2-c2cccc(C)c2)cc1 | / | 6 | / | / | -1 | 0 | -8 | -9 | 1 | -4
COc1ccc(OC)c(NC(=O)c2cccnc2Sc2ccccc2)c1 | -0.3 | 2 | 7 | 0 | -1 | -1 | 5 | 7 | -2 | 2
CN(Cc1ccccc1)C(=O)OCc1cn(Cc2ccccc2)nn1 | / | -2 | / | / | -1 | -1 | 7 | 0 | 5 | 0
CC(=O)Nc1ccc(C(=O)c2ccccc2)cc1 | -4.0 | -1 | -1 | 2 | 0 | 0 | -8 | 2 | 0 | -1
O=C(Nc1nnc(C2CC2)s1)c1cc2ccccc2o1 | -0.9 | -2 | -32 | 1 | 1 | -3 | 18 | -9 | 3 | -8
O=C1NC(=O)/C(=C\c2ccc(OCc3cccc([N+](=O)[O-])c3)cc2)N1 | -0.9 | 4 | -10 | -1 | -5 | -3 | 8 | -10 | 0 | -9
Cc1cc([N+](=O)[O-])ccc1Nc1nc2ccccc2n2cnnc12 | 0.3 | 1 | 2 | -5 | -1 | 0 | -2 | -2 | -6 | 5
Cc1cc(C2=NNC(=Nc3ccccc3)SC2)c(C)n1C | -2.9 | 9 | 15 | 0 | 3 | -3 | -20 | -4 | 6 | 6
Nc1nc(SCC(=O)Nc2ccc(OC(F)(F)F)cc2)[nH]c(=O)c1NC(=O)c1ccc(Br)o1 | 1.4 | 1 | 0 | 4 | 2 | 4 | -22 | -23 | -4 | 2
Cc1cccc(NC(=O)c2csnn2)n1 | 1.3 | 1 | 3 | -7 | 2 | 3 | 9 | -4 | -1 | 4
O=C(/C=C/c1ccco1)N1CCN(S(=O)(=O)c2cccs2)CC1 | 0.9 | 6 | 4 | -4 | 2 | -3 | -7 | 5 | 8 | 4
CCOc1ccc2[nH]c(O)c(NC(C)=O)c2c1 | 0.6 | 8 | -6 | -8 | 2 | -2 | 4 | 2 | 4 | -9
Cc1cccc(N2CCN(C(=O)CS(=O)(=O)Cc3nc(-c4ccccc4F)oc3C)CC2C)c1 (stereo not given) | 0.4 | 1 | -2 | 1 | 2 | 1 | 9 | 10 | 1 | 4
OCCC1CN(Cc2cccn2-c2ncccn2)CCN1Cc1ccc(F)cc1 (stereo not given) | 1.8 | 2 | 2 | 1 | 7 | -3 | 1 | 0 | 0 | 3
CCOC(=O)c1oc2ccc(S(=O)(=O)n3nc(-c4ccccc4)cc3N)cc2c1C | -0.2 | -1 | 1 | -1 | 0 | -1 | -3 | -2 | -2 | 3
O=C(O)CSCC(=O)c1ccccc1 | -1.3 | 5 | 4 | 1 | 13 | 1 | 11 | -4 | 1 | 5
COc1ccc(N2CCN(CC(=O)c3ccc(O)c(C)c3O)CC2)cc1 | -1.1 | 5 | 5 | -9 | -11 | -1 | 0 | 2 | 0 | 7
COc1cc(OC)cc(C(=O)N2CCC3(CC2)NCCc2[nH]cnc23)c1 | 0.5 | 6 | -4 | -4 | -6 | 1 | 8 | 0 | -2 | 0
CC(C)CCNC(=O)NC(=O)COc1ccccc1C#N | -0.8 | 0 | -6 | 8 | 4 | -1 | 7 | 2 | 4 | -9
Cc1noc(C)c1C(=O)N(CC(=O)NC1CCCC1)Cc1ccccc1F | -3.6 | -3 | 2 | -2 | -5 | 7 | -14 | 4 | -1 | 9
Clc1cccc(CNC2CCC23CCCCC3)c1 (stereo not given) | / | -5 | / | / | -2 | -2 | 2 | -11 | 2 | 8

Part of the list above in order of heavy-atom count, lowest first:
SMILES | PG9 binder | PRMT1 FP inh | HTRA1 inh | TCR CD3 inh | Tn7 DDE FP | UHRF1 MBD2 ctr | TDP2 inh | SIAE inh | LEDGF integ inh | mABHD4 FP
Clc1cccc(CNC2CCC23CCCCC3)c1 (stereo not given) | / | -5 | / | / | -2 | -2 | 2 | -11 | 2 | 8
COc1ccc(N2CCN(CC(=O)c3ccc(O)c(C)c3O)CC2)cc1 | -1.1 | 5 | 5 | -9 | -11 | -1 | 0 | 2 | 0 | 7
CCOC(=O)c1oc2ccc(S(=O)(=O)n3nc(-c4ccccc4)cc3N)cc2c1C | -0.2 | -1 | 1 | -1 | 0 | -1 | -3 | -2 | -2 | 3

Next section:
SMILES | PG9 binder | PRMT1 FP inh | HTRA1 inh | TCR CD3 inh | Tn7 DDE FP | UHRF1 MBD2 ctr | TDP2 inh | SIAE inh | LEDGF integ inh | mABHD4 FP
N#CC(Cc1ccc(OC(F)F)cc1)c1nc2ccccc2[nH]1 (stereo not given) | 0.1 | -2 | -25 | 0 | 0 | -7 | -1 | -1 | -2 | -1
COc1ccc(CN2C(=O)C(CC(=O)NC3CCCC3)CC(C(=O)N3CCOCC3)=C2C)cc1 (stereo not given) | -1.2 | 2 | / | -5 | 0 | 0 | 10 | 14 | -14 | 2
CCOC(=O)C1=C(C)N(CCCC(=O)O)C(=O)NC1c1ccccc1 (stereo not given) | -2.8 | -1 | 6 | -1 | 0 | 2 | 4 | -8 | 1 | -2
O=C1CN=C(Nc2cccc(C(F)(F)F)c2)N1C1CCCC1 | -0.2 | -2 | 3 | 12 | -3 | -1 | 1 | 6 | -2 | -3
COc1ccc(C)cc1NC(=O)CCN1CC(C)OC(C)C1 (stereo not given) | -1.4 | 1 | -10 | 4 | -4 | -1 | -4 | -4 | 0 | -2
Cc1cc(C)n(-c2ccc(C(=O)OCC(=O)N3CCN(c4ccccc4)CC3)cc2)n1 | -1.4 | 0 | 2 | 1 | 1 | 1 | -2 | 1 | 3 | 1
CN(C)c1ccc(C(=S)N2CCCCCC2)cc1 | -0.9 | 7 | 2 | 2 | -8 | -2 | -5 | 0 | -1 | 5
O=C(C/C=N/OCc1ccccc1F)c1cnc(-c2ccc(Cl)cc2)s1 | -2.0 | 0 | -28 | 0 | 3 | -4 | 2 | -9 | 4 | -9
CC12CCC(C(=O)Nc3cc(Cl)ccc3Cl)(C(Br)C1=O)C2(C)C (stereo not given) | 0.1 | -1 | -15 | 6 | 0 | 0 | -5 | -6 | 0 | 0
CCCN1C(=S)SC(C)(C)C1/[N+]([O-])=C/c1cccnc1 (stereo not given) | -2.3 | 2 | 6 | 2 | -2 | -1 | 5 | -1 | 0 | 1
N#CCCN(C(=O)CN1CCN(S(=O)(=O)c2ccc(Cl)s2)CC1)c1ccc(F)cc1 | -2.4 | -2 | 0 | -3 | -8 | 1 | 1 | -1 | -1 | 1
OCCN1CCN(c2cc(-c3ccc(CO)cc3)nc3ccnn23)CC1 | 1.4 | 8 | / | -3 | 3 | 5 | -6 | -3 | 2 | -4
O=C(c1ccccc1)N1CC(COc2ccccc2)OC(c2cccnc2)O1 (stereo not given) | -3.2 | 4 | -12 | 8 | -4 | -1 | -10 | -1 | -1 | -5
CCOC(=O)/C(C#N)=C\c1ccc(N2CCN(C)CC2)cc1 | -0.5 | -3 | -3 | 0 | -2 | -4 | -10 | 9 | 8 | 0
CN(c1cccnc1)c1ncnc2[nH]ncc12 | -0.8 | 5 | -3 | 0 | -2 | 1 | 0 | -7 | 1 | 7
CCC(=O)N1N=C(c2ccc(NS(C)(=O)=O)cc2)CC1c1ccc(N(C)C)cc1 (stereo not given) | -3.4 | -1 | 0 | 3 | -4 | 1 | -6 | -1 | -4 | -3
O=C(Nc1ccccc1)Nc1nnc(Cc2ccc(F)cc2)s1 | -1.1 | 5 | -9 | -7 | 3 | 1 | 7 | -8 | -3 | -1
COc1ccc(OC)c(C(=O)NC(CC(N)=O)c2ccc(NCc3ccccn3)c([N+](=O)[O-])c2)c1 (stereo not given) | 0.1 | 0 | 11 | 1 | 9 | -9 | -2 | -9 | -2 | 2
O=C(Nc1ccccc1)C1=C[C@H](c2csc3ccccc23)C[C@H](OCc2ccc(CO)cc2)O1 | -0.6 | 1 | -91 | 0 | 5 | 2 | -1 | -26 | 3 | -38
Cc1ccc(CNC(=O)C2CCN(S(=O)(=O)N3CC(C)CC(C)C3)CC2)cc1 (stereo not given) | 0.0 | 5 | 0 | -5 | 0 | 1 | 8 | 0 | -2 | 5
